Screening results as filed in PubChem.
L3MBTL1 block: inhibitors of human L3MBTL1; Potency, µM (highest dose often 57.1 µM), for inactives: at the highest dose activity, negative = inhibition, usual class: inhibitors; AlphaScreen L3MBTL1–H3K9me1 peptide binding; Q9Y468; actives 0.66% (n = 230,000); note: % is set by controls: 0 for no effect and ±100 for the full control effect; nearly all actives have a fitted effect of over 60% in size
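AlphaScreen assay: L3MBTL1 (50 nM final) was preincubated 30 min at room temperature with biotinylated H3(1-15)K9me1 peptide (75 nM final), then 30 min with library compounds; streptavidin donor and nickel chelate acceptor beads (10 ug/mL final) added, 30 min dark.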
HTT cytoprotect: Huntington cell model cytoprotection by ATP luminescence; PC12 HTT-Q103 induced, cytoprotection, ATP luminescence, 40 h; actives 0.14% (n = 230,000); Potency, µM (highest dose often 56.4 µM), inactives show cytoprotection (ATP increase), hits mostly activators;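 note: % of control where 0% means no effect; nearly all actives have a fitted effect of over 45% in size; toxic huntingtin expression switched on by the ecdysone agonist tebufenozide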
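Quantitative HTS on tebufenozide-induced (100 nM) PC12 cells expressing HTTQ103 exon 1–GFP; compounds tested as a concentration series; survival measured via cellular ATP.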
TexasRed fluor: counter-screen for TRb-SRC2 inhibitors: fluorescence interference; TRb/SRC2 Texas Red total fluorescence interference; Potency, µM (highest dose often 106 µM), for inactives: at the top dose fluorescence change, negative = quenching; actives 0.29% (n = 280,000); active = well fitted curve in either direction with a large enough effect; inconclusive = small, poorly fitted or top-dose-only effect; note: % is set by controls: 0 for no effect and ±100 for the full control effect
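Human TRβ ligand-binding domain (0.6 uM) and Texas Red SRC2 peptide (20 nM) in Tris buffer with 1 uM T3 and 5% DMSO were incubated with pinned compound for 5 hr at ambient temperature. Total fluorescence was computed as S + 2P (555/632 nm).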
RECQ1 helicase: blocks DNA unwinding by human RECQ1. RECQ1 DNA unwinding, red fluorescence kinetic read. P46063. Potency, µM (doses to about 57.3 µM), inactives show at the highest dose activity, negative = inhibition, most hits filed as inhibitors. actives 0.54% (n = 240,000);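 note: plate controls were vehicle for no effect and no enzyme for full effect; nearly all actives have a fitted effect of over 30% in size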
Target sequence (P46063 whole entry, looked up): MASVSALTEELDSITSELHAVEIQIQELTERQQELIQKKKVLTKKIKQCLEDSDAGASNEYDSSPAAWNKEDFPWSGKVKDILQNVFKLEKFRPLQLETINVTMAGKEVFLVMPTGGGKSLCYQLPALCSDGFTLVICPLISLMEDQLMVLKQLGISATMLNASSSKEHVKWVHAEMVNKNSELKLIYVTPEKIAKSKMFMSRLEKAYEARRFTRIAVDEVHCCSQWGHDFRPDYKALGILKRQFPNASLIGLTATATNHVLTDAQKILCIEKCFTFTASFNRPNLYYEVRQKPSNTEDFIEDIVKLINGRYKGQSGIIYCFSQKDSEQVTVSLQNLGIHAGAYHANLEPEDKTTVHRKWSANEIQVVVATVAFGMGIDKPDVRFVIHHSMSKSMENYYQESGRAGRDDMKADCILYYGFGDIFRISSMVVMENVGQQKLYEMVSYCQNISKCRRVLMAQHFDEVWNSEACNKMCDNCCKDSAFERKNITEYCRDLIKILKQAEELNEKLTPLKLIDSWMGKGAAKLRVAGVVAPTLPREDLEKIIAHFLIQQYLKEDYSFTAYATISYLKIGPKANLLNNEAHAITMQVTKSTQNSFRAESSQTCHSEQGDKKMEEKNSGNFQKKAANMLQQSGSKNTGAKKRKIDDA
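50 nM RECQ1T1 preincubated 15 min with compound in Tris pH 8.0 buffer with MgCl2, DTT, Tween-20 and 2.5 ug/ml poly(dI-dC); started with 200 nM TAMRA/BHQ-2 forked duplex and 2 mM ATP. Unwinding read as fluorescence (525/598 nm), two reads 2 h apart.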
Tau fluor counter: counter-screen for tau fibril formation inhibitors; tau K18 P301L Alexa594 fluorescence, heparin fibrillization; Potency, µM (series often up to 57.7 µM), for the others: at the top dose activity change, negative = decrease; actives 0.93% (n = 280,000); AID 1463; note: % is set by controls: 0 for no effect and ±100 for the full control effect; nearly all actives have a fitted effect of over 55% in size
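Human tau K18 P301L (15 uM unlabeled, 0.24 uM Alexa 594-labeled) in 100 mM sodium acetate pH 7 with 20 uM heparin, 6 hr at 37 C. ThT 30 uM added, 1 hr ambient; Alexa 594 FP and total fluorescence read at 555/632 nm.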
Tau FP inhib: tau fibrillization inhibition (FP); K18 P301L tau heparin fibrillization, Alexa594 FP, 6 h; Potency, µM (doses to about 57.7 µM), for the others: at the top dose activity, negative = inhibition, usual class: inhibitors; actives 0.39% (n = 280,000); note: % is set by controls: 0 for no effect and ±100 for the full control effect; nearly all actives have a fitted effect of over 55% in size
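Read-out: fluorescence polarization of Alexa 594-labeled tau (0.24 uM), 555 nm excitation, 632 nm emission. Mixtures held 15 uM unlabeled K18 P301L, compound and 20 uM heparin, pH 7 acetate buffer, incubated 6 hr at 37 C.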
TRb SRC2 PPI: inhibitors of human thyroid hormone receptor beta-SRC2 interaction. P10828. TRbeta-SRC2 peptide binding, fluorescence polarization; receptor liganded with 1 µM T3. Potency, µM (doses to about 106 µM), without a hit: at the highest dose activity change, negative = inhibition, most hits filed as inhibitors. actives 0.065% (n = 280,000);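 note: plate controls were bound peptide for no effect and peptide without receptor for full effect; nearly all actives have a fitted effect of over 50% in size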
Target sequence (P10828 whole entry, looked up): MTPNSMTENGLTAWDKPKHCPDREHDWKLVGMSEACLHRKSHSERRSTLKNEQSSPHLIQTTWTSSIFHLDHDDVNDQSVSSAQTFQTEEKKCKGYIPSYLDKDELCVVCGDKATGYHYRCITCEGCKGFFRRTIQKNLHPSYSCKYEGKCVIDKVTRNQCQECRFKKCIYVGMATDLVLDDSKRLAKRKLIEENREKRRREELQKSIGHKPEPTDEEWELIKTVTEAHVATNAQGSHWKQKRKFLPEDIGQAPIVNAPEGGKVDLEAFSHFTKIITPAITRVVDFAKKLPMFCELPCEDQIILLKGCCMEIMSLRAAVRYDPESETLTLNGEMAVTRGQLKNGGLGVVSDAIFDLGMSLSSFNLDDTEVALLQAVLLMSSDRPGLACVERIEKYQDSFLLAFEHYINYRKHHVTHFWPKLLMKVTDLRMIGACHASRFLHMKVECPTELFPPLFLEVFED
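Polarization signal, normalized between peptide-alone and full complex controls, measured compound effects on T3-liganded human TRb LBD (0.6 uM) binding 20 nM Texas Red SRC2 peptide after 5 hr.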
Tau ThT inhib: inhibitors of human tau fibril formation, thioflavin T binding; P10636; recombinant tau K18 P301L, heparin-induced fibrillization, ThT fluorescence; Potency, µM (titrated, usually from 57.4 µM), for inactives: at the top dose activity, negative = inhibition, most hits filed as inhibitors; actives 2.1% (n = 270,000); note: % is set by controls: 0 for no effect and ±100 for the full control effect; nearly all actives have a fitted effect of over 55% in size
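ThT emission at 510 nm, taken 1 hr after adding 30 uM dye, quantifies aggregates formed when 20 uM heparin acts on human tau K18 P301L for 6 hr at 37 C.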
Numbers without * were called inactive; i = inactive; ? = inconclusive; nt = no result given; & = joins results of further samples; [ ] = another dose, or the depositor's remark. Unless noted, calls come from the whole dose curve; as a rule, active = well fitted curve in the direction sought with a large enough effect; inconclusive = small, poorly fitted or top-dose-only effect, or another doubt; inactive = no such curve, though single readings can be large; an effect the other way counts as inactive or inconclusive. Potency is the fitted concentration of half-maximal effect.

SMILES | L3MBTL1 block | HTT cytoprotect | TexasRed fluor | RECQ1 helicase | Tau fluor counter | Tau FP inhib | TRb SRC2 PPI | Tau ThT inhib
COc1ccc(CNC(=O)CCn2cccn2)cc1 | nt | nt | 1% | nt | 4% | 3% | 4% | 0%
CCOc1ccc2nc(NCCO)[nH]c2c1 | nt | -22% | -3% | i | -6% | 3% | -3% | 0%
CCCCCC1=NN2C(=O)CC(=O)N=C2S1 | nt | 15%[10 µM] | -2% | i | 11% | 4% | 5% | 5%
COc1cc(/C=C/C(=O)N2CCCc3ccccc32)cc(OC)c1OC | 0% | 3%[10 µM] | 0% | -1% | 2% | 12% | -8% | -1%
O=C(Cn1nc(-c2ccccc2Cl)ccc1=O)Nc1ccc(Br)cc1 | -8% | -7%[10 µM] | -2% | 3% | ? | ? | -4% | -16%
O=C(Cc1ccccc1)c1ccc(Cl)cc1 | 51%[activator] | 14%[10 µM] | -2% | 5% | -19% | ? | 1% | -6%
Cc1c(C)n(Cc2ccccc2)c2ccc(C(=O)OCCCN(C)C)cc12 | -20% | -37%[10 µM] | 0%[53 µM] | -8% | 3% | -3% | 8%[53 µM] | 4%
COc1ccc(N2CCN(Cc3cc(=O)oc4ccc(OC)cc34)CC2)cc1 | nt | nt | -1% | nt | -17% | 11% | 2% | -14%
COc1ccccc1N1CCN(S(=O)(=O)c2ccc(-c3ccno3)cc2OC)CC1 | nt | nt | -15% | nt | -24% | 17% | -4% | 5%
CCC/C(O)=C1\C(=O)CCCC1=NCCc1c(C)[nH]c2ccc(OC)cc12 | nt | -9% | -5% | -4% | -1% | 11% | -15% | 1%
CC(NC(=S)NC1CCCCC1)C(c1ccccc1)N1CCOCC1 (configuration not stated) | -4% | 39%[10 µM] | -1% | i | -5% | -6% | 6% | 0%
C[C@H](N)CCCC(C)(C)O | nt | ? | -4%[53 µM] | -11%[25.9 µM] | nt | nt | 1%[53 µM] | nt
C/C(=N/NC(=O)c1ccco1)c1cccc(NC(=O)c2ccc(C)s2)c1 | 3% | nt | 3% | 6% | -10% | -9% | 2% | ?
COc1cc2cc(CN(CCN3CCCC3)C(=O)Nc3ccccc3Cl)c(=O)[nH]c2cc1OC | -6% | -14%[10 µM] | -1% | -1% | -3% | -1% | 12% | -16%
CCOC(=O)c1cnc2c(c(C)nn2C)c1Oc1ccc(Cl)cc1 | 21% | -3%[10 µM] | -5% | 0% | -12% | -9% | -4% | -29%
CCC1(C)Cc2c(sc3nc(SC)n(Cc4ccccc4)c(=O)c23)CO1 (configuration not stated) | nt | -7% | 0% | -15% | -13% | 8% | 3% | -11%
C/C(=N\NC(=O)C1CC1)c1cccnc1 | 7% | nt | -5% | 4% | 1% | -6% | -6% | 0%
CC1CCCC(NC(=O)C2CCN(S(=O)(=O)N3CCOCC3)CC2)C1C (configuration not stated) | 1% | -7% | -5% | ? | 4% | -1% | 0% | 8%
O=S(=O)(O)c1nc2ccccc2n1Cc1ccc(Cl)cc1 | 0% | -8% | 0% | -8% | 2% | 5% | -16% | -5%
CC(C)c1ccc(C2N3CC4([N+](=O)[O-])CN2CC([N+](=O)[O-])(C3)C4(C)C)cc1 (configuration not stated) | -13% | 16%[10 µM] | 8% | -7% | 0% | -2% | -3% | 2%
Cc1nc(SCc2ccccc2F)c2oc3ccccc3c2n1 | 10% | -1%[10 µM] | 1% | 22% | -13% | -2% | 2% | -14%
CC(C)CN(CC(C)C)S(=O)(=O)c1ccc(C(=O)Nc2sc3c(c2C(N)=O)CC(C)(C)NC3(C)C)cc1 | nt | nt | -3% | nt | -18% | -5% | -4% | 9%
CCN1CCN(C(=O)CN(Cc2ccccc2)S(C)(=O)=O)CC1 | 5% | 4% | -3% | -8% | 0% | -7% | -6% | -6%
COc1ccc(CNC(=O)C2=CC(c3ccc(OC)c(OC)c3)=NS(=O)(=O)N2C)cc1 | 1% | nt | -2% | nt | ? | 5% | -1% | -18%
CCCCC(=O)N(c1ccc(C(=O)O)cc1)c1nc(-c2ccc(Cl)cc2)c(CC)s1 | -16% | -34%[1.9 µM] | 3% | i | 4% | -9% | -4% | 6%
COc1ccc(CN2C(=O)c3cccnc3C2Nc2cc(Cl)c(OC)cc2OC)cc1 (configuration not stated) | ? | -28% | 0% | i | ? | 0% | -4% | ?
CCCCC/C=C\C/C=C\CCCCCCCCCC(=O)NC(C)C(=O)O (configuration not stated) | nt | nt | -2% | i | -7% | 0% | 4% | -8%
O=c1oc2ccccc2n1CCCCCn1c(=O)oc2ccccc21 | 1% | -6% | 0% | -10% | -11% | 1% | -1% | -3%
COc1cccc(/C=N/NC(=O)C(C)n2nnc3ccccc32)c1 (configuration not stated) | 2% | 29%[10 µM] | 0% | -2% | -4% | -4% | -12% | 1%
Cc1noc(C)c1COC(=O)c1cc(=O)[nH]c2ccccc12 | 4% | -10% | 3% | -7% | -2% | 7% | -5% | -3%
Cc1ccc(CN2CCN(Cc3cccn3-c3ccc(Cl)cn3)CC2CCO)o1 (configuration not stated) | -13% | -7%[10 µM] | 2% | i | 9% | -4% | -7% | 0%
CCOC(=O)N1CCN(c2ccc(C(=O)c3ccccc3)cc2F)CC1 | 16% | -22% | 2% | i | -8% | 0% | 0% | ?
Cc1ccc(C)c(OC(=O)CSc2nnc(-c3cccs3)o2)c1 | nt | nt | -2% | nt | 7% | -9% | -6% | 17%
COC(=O)c1cc2oc3ccccc3c2n1CC(=O)Nc1cccc(SC)c1 | nt | nt | -14% | nt | ? | ? | 6% | -2%
COc1ccc(-c2noc(N3CCC(C(=O)N4CCN(c5cccc(OC)c5)CC4)CC3)n2)cc1 | nt | nt | 0% | nt | -20% | 8% | -4% | ?
NC(=O)C1CCCN(C(=S)Nc2ccccc2)C1 (configuration not stated) | 4% | nt | -2% | 10% | -7% | -10% | -1% | -5%
CC1CN(C(=O)C(Sc2ccccc2)c2ccccc2)CC(C)O1 (configuration not stated) | 11% | -3%[10 µM] | 4% | -1% | -8% | 8% | 4% | -5%
CCOC(=O)c1ccccc1NC(=O)Cn1ncc2c1-c1ccccc1OC2 | nt | nt | 6% | nt | -22% | -5% | 1% | ?
Cc1ccc(-c2nc3nc(C)cc(C)n3c2Nc2ccc3c(c2)OCCO3)cc1 | nt | nt | -2% | nt | ? | ? | 9% | ?
Nn1c(SCC(=O)N2CCOCC2)nnc1C1CC1 | 1% | ? | 0% | i | 0% | 2% | -1% | 4%
Cc1cc(C)cc(NC(=O)CSc2nnc(Cc3cccn3C)n2-c2ccc(F)cc2)c1 | -10% | -11%[10 µM] | 0% | i | -14% | 0% | -1% | -17%
COc1cc2nc(COc3ccc(C#N)cc3)n(CC#N)c(=O)c2cc1OC | -7% | -22% | 0% | -4% | -7% | 3% | -5% | -6%
CCC1(C)Cc2c(sc3nnn(CC(=O)Nc4cccc5ccccc45)c(=O)c23)CO1 (configuration not stated) | -1% | -42%[inhibitor] | 1% | i | -20% | -9% | 6% | -4%
CCOc1ccc2nc(COC(=O)c3cccc([N+](=O)[O-])c3)c(C(C)=O)[n+]([O-])c2c1 | nt | 14%[10 µM] | -4% | -2% | -10% | 0% | -3% | -10%
COc1cc(C(CCN2CCCC2)c2c(OC)cc(OC)c3c(-c4ccccc4)cc(=O)oc23)cc(OC)c1OC (configuration not stated) | nt | -2%[10 µM] | -2%&1% | i | -12% | 6% | -6%&-3% | ?
COc1cc(-c2nc(-c3ccc(C)nc3OC)no2)cc(OC)c1OC | nt | 3%[0.074 µM] | -1% | -6% | -7% | -1% | -12% | -8%
CCOC(=O)N1CCC(N2CCN(Cc3ccc(F)c(F)c3)C(CCO)C2)CC1 (configuration not stated) | 8% | 21%[10 µM] | -1% | 16% | -3% | -2% | -1% | -5%
Cc1cccc(Cn2c(C(=O)OC(C)C)cc3c2ccn3C)c1 | nt | -18% | -1% | -13% | ? | ? | ? | 35µM*

Record cards, as listed above. Order of screens: L3MBTL1 block | HTT cytoprotect | TexasRed fluor | RECQ1 helicase | Tau fluor counter | Tau FP inhib | TRb SRC2 PPI | Tau ThT inhib
Entry for COc1cc2nc(COc3ccc(C#N)cc3)n(CC#N)c(=O)c2cc1OC : -7% | -22% | 0% | -4% | -7% | 3% | -5% | -6%
Entry for CCC1(C)Cc2c(sc3nnn(CC(=O)Nc4cccc5ccccc45)c(=O)c23)CO1 (configuration not stated) : -1% | -42%[inhibitor] | 1% | i | -20% | -9% | 6% | -4%
Entry for COc1cc(C(CCN2CCCC2)c2c(OC)cc(OC)c3c(-c4ccccc4)cc(=O)oc23)cc(OC)c1OC (configuration not stated) : nt | -2%[10 µM] | -2%&1% | i | -12% | 6% | -6%&-3% | ?

Further results follow.
SMILES | L3MBTL1 block | HTT cytoprotect | TexasRed fluor | RECQ1 helicase | Tau fluor counter | Tau FP inhib | TRb SRC2 PPI | Tau ThT inhib
Cc1ccccc1CC1(CO)CCCN(C(=O)CCCN2CCCCC2=O)C1 (configuration not stated) | 11% | 2%[10 µM] | -3% | i | -3% | 0% | -1% | -5%
CCN(CC)CCCN1C(=O)c2oc3ccccc3c(=O)c2C1c1cccs1 (configuration not stated) | nt | 2% | -3% | 8% | -9% | 8% | -1% | -18%
CC1=CC(=C(C#N)C#N)C=C(C)N1CCN1CCN(C(=O)Nc2cccc(Cl)c2)CC1 | 14% | -18%[10 µM] | -2% | 0% | -9% | -13% | 6% | 5%
COc1ccc(CCNC(=O)CC2SC(=Nc3cc(C)cc(C)c3)NC2=O)cc1OC (configuration not stated) | -3% | -30% | 0% | -4% | -2% | 7% | -9% | -3%
COc1cc(NC(=O)CCc2c(C)nc3c(-c4ccc(F)cc4)c(C)nn3c2C)cc(OC)c1OC | nt | nt | -1% | nt | ? | 4% | -6% | ?
O=C(CSc1nnnn1Cc1ccccc1)Nc1ccc2c(c1)OCO2 | ? | 14% | -2% | -3% | 3% | -2% | -4% | 2%
CCOc1ccc(OCc2cccc(C(=O)N3CCOCC3)c2)cc1 | 3% | -34%[10 µM] | 0% | -7% | -4% | 0% | -3% | -4%

An excerpt; rates above refer to the full screens.
